From PubChem
UBC13 polyUb: UBC13 polyubiquitin chain formation inhibitors, primary screen, biochemical, TR-FRET, uHTS | Ubiquitin-conjugating enzyme E2 N (Homo sapiens), P61088 | inhibition, % at 20 µM | 330,000 tested, 0.47% active | AID 485273, 2010; in the data active = inhibition above about 45%, passing the limit was not always enough
697 NFkB inh: inhibitors of PMA/ionomycin-induced NF-kB reporter, 697 cells, primary screen, B-cell NF-kB inhibitor project, cell-based, luminescence, uHTS; 697 B-cell NF-kB luciferase reporter, 16 h; inhibition, % at 4 µM; 330,000 tested, 0.33% active; in the data active = inhibition above about 35%
SENP8 block: SENP8 protease inhibitors, primary screen, biochemical, luminescence. Sentrin-specific protease 8 (Homo sapiens), Q96LD8. purified SENP8, Z-RLRGG-aminoluciferin cleavage. inhibition, % at 10 µM. 330,000 tested, 1.2% active. AID 2540, 2010
Target sequence (Q96LD8 whole entry, looked up): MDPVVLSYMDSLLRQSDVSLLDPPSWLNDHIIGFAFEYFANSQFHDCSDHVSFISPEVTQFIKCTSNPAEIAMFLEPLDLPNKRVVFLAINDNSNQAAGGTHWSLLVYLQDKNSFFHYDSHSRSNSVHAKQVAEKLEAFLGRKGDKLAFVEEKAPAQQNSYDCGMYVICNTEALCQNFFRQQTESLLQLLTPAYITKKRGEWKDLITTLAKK
Apaf1 inhib: inhibitors of human Apaf-1 apoptosome, primary screen, biochemical, DEVD-Rh110 fluorescence, uHTS | Apoptotic protease-activating factor 1 (Homo sapiens), O14727 | reconstituted apoptosome caspase-3 activity | inhibition, % at 20 µM | 330,000 tested, 0.71% active | AID 489030, 2010; active = inhibition of at least 40% at 20 µM;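 note: plate controls were DMSO wells for no effect and DEVD-CHO caspase inhibitor wells for full effect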
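Assay system: Apoptosome proteins | Medium: pH 7.5 Hepes buffer with CHAPS, BSA, DTT | Also added: Cytochrome c and DEVD-Rh110 substrate | Times: 30 min plus 50 min, RT | Detection: Rhodamine 110 fluorescence at Ex 480/Em 540 nm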
CCR6 antag: CCR6 receptor antagonists, primary screen, cell-based, CHO-K1, luminescence, beta-arrestin, uHTS. C-C chemokine receptor type 6 (Homo sapiens), P51684. CHO-K1 CCR6 PathHunter beta-arrestin, CCL20-stimulated. inhibition, % at 20 µM. 340,000 tested, 0.49% active;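 active = compounds whose inhibition of the agonist-driven luminescence signal at 20 µM reaches about 50%, limit read from the data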;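 note: cells stimulated with CCL20 at 14 nM final; plate controls were DMSO with CCL20 for no effect and DMSO without agonist for full effect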
Target sequence (P51684 whole entry, looked up): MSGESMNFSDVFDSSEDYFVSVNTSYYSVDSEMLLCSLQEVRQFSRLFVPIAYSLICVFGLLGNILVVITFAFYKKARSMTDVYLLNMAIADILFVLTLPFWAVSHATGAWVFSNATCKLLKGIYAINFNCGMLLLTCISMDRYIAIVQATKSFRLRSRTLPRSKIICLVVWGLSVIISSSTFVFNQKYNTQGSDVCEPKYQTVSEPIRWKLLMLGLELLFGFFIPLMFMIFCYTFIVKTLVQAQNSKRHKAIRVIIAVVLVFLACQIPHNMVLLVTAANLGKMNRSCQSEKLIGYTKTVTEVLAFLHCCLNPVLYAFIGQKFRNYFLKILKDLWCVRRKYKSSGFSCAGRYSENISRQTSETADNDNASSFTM
Gli-Sufu block: Gli-Sufu pathway antagonists, primary screen, luciferase luminescence, Sufu-KO-LIGHT cells, uHTS. Sufu-KO-LIGHT fibroblasts, Gli luciferase reporter luminescence. inhibition, % at 5 µM. 340,000 tested, 0.74% active;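 active = inhibition above about 55%, limit read from the data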;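 note: 0% = DMSO-treated cells and 100% = wells with medium but no cells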
EBI2 antag: EBI2 receptor antagonists, beta-arrestin recruitment, primary screen, cell-based, luminescence, 7a,25-OHC stimulation, uHTS | 7a,25-OHC stimulated | inhibition, % at 5 µM | 360,000 tested, 0.81% active; in the data active = inhibition above about 38%;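 note: enzyme fragment complementation signal reports receptor beta-arrestin coupling in cells; 0% = agonist plus DMSO wells and 100% = wells without agonist; some results beyond the cut were filed as inactive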
Target sequence (P32249 whole entry, looked up, the tested form may be a part): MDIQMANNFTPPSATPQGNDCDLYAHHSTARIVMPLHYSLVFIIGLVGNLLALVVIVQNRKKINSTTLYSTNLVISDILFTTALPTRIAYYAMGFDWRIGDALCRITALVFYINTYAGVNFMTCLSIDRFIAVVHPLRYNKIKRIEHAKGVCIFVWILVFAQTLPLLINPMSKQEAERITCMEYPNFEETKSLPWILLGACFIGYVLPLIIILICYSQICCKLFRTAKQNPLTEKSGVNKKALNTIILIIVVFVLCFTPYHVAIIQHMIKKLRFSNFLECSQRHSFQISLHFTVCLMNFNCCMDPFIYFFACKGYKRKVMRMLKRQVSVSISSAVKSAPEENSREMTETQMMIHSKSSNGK
Jurkat NFkB inh: inhibitors of induced NF-kB luciferase reporter, primary screen, TCR NF-kB activation inhibitor project, cell-based, luminescence, uHTS; Jurkat, PMA/ionomycin-induced NF-kB luciferase reporter; inhibition, % at 4 µM; 330,000 tested, 0.53% active
Active calls of the source: *; / = no result given; & = joins results of further samples. Cut-off read from the data, not from the text of the source, unless noted: active = inhibition above about 50%; inactive = the rest. Some of the compounds tested; rates above refer to the full screens.

(1) CCCCn1c(O)c(C(C)=Nc2c(C)n(C)n(-c3ccccc3)c2=O)c(=O)[nH]c1=O
(2) CSc1ccc(CN2CCN(Cc3ccccc3Cl)CC2)cc1
(3) COc1ccccc1OCC#CCN1CCOCC1
(4) O=C(c1ccc(F)c([N+](=O)[O-])c1)N1CC2CC(C1)c1cccc(=O)n1C2 (stereo not drawn)
(5) C/C=C1/CN2C3CC1C(CO)(C(=O)OC)C2Cc1c3n(C)c2ccccc12 (stereo not drawn)
(6) COc1ccc(C(CC(=O)N2CCC3(CC2)OCCO3)NS(=O)(=O)c2ccc(F)cc2)cc1 (stereo not drawn)
(7) O=C1NC(=O)N(c2ccc(Cl)cc2)C(=O)/C1=C\c1ccc(Sc2nc3ccccc3[nH]2)o1
(8) Cc1ccsc1C(=O)C1CCCN(Cc2cnn(C(C)C)c2)C1 (stereo not drawn)
assay / entry,1,2,3,4,5,6,7,8
UBC13 polyUb,-2,13,2,-1,6,-1,-21,-23
697 NFkB inh,-12,8,12,-1,16,14,2,-8
SENP8 block,5,2,-10,9,8,-10,3,-9
Apaf1 inhib,-5,10,-8,6,-11,-2,2,5
CCR6 antag,10,12,15,5,1,-1,18,7
Gli-Sufu block,-5,18,-32,0,9,0,-12,14
EBI2 antag,-1,8,4,-2,-2,-2,-4,0
Jurkat NFkB inh,-3,11,-3,-5,-1,-15,1,-16

(9) C/C(=N\NC(=O)c1ccncc1)c1c(O)n(Cc2ccccc2)c(=O)[nH]c1=O
(10) Cc1ccccc1CS(=O)(=O)Cc1ccc(C(=O)N2CCC3(CC2)OCCO3)o1
(11) COc1ccc(CCn2c(O)c(/C=N/N3CCOCC3)c(=O)[nH]c2=O)cc1OC
(12) CC(C)c1cccc(C(C)C)c1O
(13) COC(=O)C1=C(c2ccc(S(C)(=O)=O)cc2)C[C@@H]2CC[C@H]1N2C(=O)NC(C)C
(14) CN(C(=O)CN1CC=C(c2ccccc2)CC1)c1c(N)n(Cc2ccccc2)c(=O)[nH]c1=O
(15) COP(=O)(OC)C(NC(=O)c1ccc(C)cc1)C(Cl)(Cl)Cl (stereo not drawn)
(16) Oc1cc(Cl)ccc1Oc1ccc(Cl)cc1Cl
assay / entry,9,10,11,12,13,14,15,16
UBC13 polyUb,-7,-10,-3,3,-2,13,16,4
697 NFkB inh,-5,2,16,14,26,-3,-2,-5
SENP8 block,-7,-9,3,10,0,-3,-6,2
Apaf1 inhib,7,-3,-7,-10,1,9,-26,0
CCR6 antag,-5,-1,-9,9,-2,4,5,6
Gli-Sufu block,6,-2,0,-4,-4,0,-1,-16
EBI2 antag,-17,-6,14,-1,-15,-14,-5,9
Jurkat NFkB inh,-7,-16,-3,10,7,-15,7,8

(17) CCC(C)NS(=O)(=O)c1ccc(OCC(=O)N2CCN(CC)CC2)cc1 (stereo not drawn)
(18) Clc1cccc(C2NCc3ccccc3-n3cccc32)c1 (stereo not drawn)
(19) CC(C)n1c(O)c(C=NCc2cccnc2)c(=O)[nH]c1=S
(20) C=CCn1c(O)c(C(C)=NCCCN(C)C)c(=O)[nH]c1=O
(21) Clc1ccc(C(c2ccccc2)c2ncc[nH]2)cc1 (stereo not drawn)
(22) COc1cc2c(c(OC)c1OC)-c1ccc(O)c(=O)cc1C(NC(C)=O)CC2 (stereo not drawn)
(23) CC(C)(C)C(=O)c1cn(Cc2ccccc2)c2ccccc12
(24) COC(=O)C1=C(c2ccc(-c3ccccc3)c(F)c2)C[C@@H]2CC[C@H]1N2C(=O)NCc1cccc2ccccc12
assay / entry,17,18,19,20,21,22,23,24
UBC13 polyUb,4,-1,-15,5,5,-4,-5,1
697 NFkB inh,16,-17,-24,15,-18,-212,-21,-21
SENP8 block,1,-8,-13,0,-1,-6,-9,-8
Apaf1 inhib,-23,2,-5,-2,7,-5,16,24
CCR6 antag,0,21,-10,1,9,-5,8,3
Gli-Sufu block,-4,12,5,-8,18,61*,-8,-1
EBI2 antag,-4,7,4,-3,-6,-23,15,4
Jurkat NFkB inh,-1,-10,-2,1,23,55*,-20,3

(25) Cn1c(O)c(/C=C2\C=Nc3ccc(Br)cc32)c(=O)n(C)c1=O
(26) CCn1cc(C(=O)NCc2ccccc2)c2ccccc21
(27) O=C(c1cc(=O)[nH]c2ccc(Br)cc12)N1CCC2(CC1)OCCO2
(28) CC(C)(C)c1nc(N2CCN(C(=O)c3ccco3)CC2)c2nnn(Cc3ccccc3Cl)c2n1
(29) C[C@]12CC[C@H](O)CC1=CCC1C2CC[C@@]2(C)C1CC[C@@H]2OCc1ccccc1 (stereo partly drawn)
(30) CCC(=NCCc1ccccc1)c1c(O)n(C2CCCCC2)c(=O)[nH]c1=O
(31) CN1CCN(Cc2c(F)cccc2Cl)CC1
(32) C=CCn1c(O)c(/C=C2/C=CC=N2)c(=O)[nH]c1=O
assay / entry,25,26,27,28,29,30,31,32
UBC13 polyUb,-17,-2,-2,8,-25,3,-6,-7
697 NFkB inh,16,-1,13,7,10,1,7,27
SENP8 block,-6,6,-8,-3,-7,8,3,4
Apaf1 inhib,10,9,1,21,1,26,-5,-7
CCR6 antag,15,2,11,16,-1,-5,8,0
Gli-Sufu block,14,-17,-15,24,0,-1,16,-11
EBI2 antag,14,-7,-8,15,-12,9,-4,-2
Jurkat NFkB inh,11,1,-5,2,-11,-6,0,27

(33) NS(=O)(=O)c1ccc(N=Cc2c(O)n(C3CCCCC3)c(=O)n(C3CCCCC3)c2=O)cc1
(34) O=c1[nH]c(=S)n(-c2ccc(Br)cc2)c(O)c1C=Nc1ccc(N2CCOCC2)cc1
(35) Cc1cc(C)cc(NC2=NCCCS2)c1
(36) O=c1[nH]c(CN2CC=C(c3ccccc3)CC2)nc2scc(-c3ccccc3)c12
(37) CC1=C(/C=C/c2ccccc2)CCN(C)C1
(38) NCC1(c2ccc3c(c2)OCCO3)CCCC1
(39) CCOC(=O)c1nc2ccccc2c(=O)n1-c1ccc(C)cc1
(40) COc1ccccc1OCCCn1cc(C(C)=O)c2ccccc21
assay / entry,33,34,35,36,37,38,39,40
UBC13 polyUb,-12,-16,2,-2,-4,1,3,31
697 NFkB inh,5,11,13,-5,10,-2,-3,-10
SENP8 block,3,-6,0,-4,-9,1,6,-3
Apaf1 inhib,22,15,-5,11,-13,6,-1,-4
CCR6 antag,4,18,4,11,1,3,-13,16
Gli-Sufu block,2,12,42,4,-11,1,2,6
EBI2 antag,40,-3,-7,-2,-4,-5,5,10
Jurkat NFkB inh,9,10,10,2,-11,-9,7,8

Some of these compounds in order of molar mass, rising.
(37) CC1=C(/C=C/c2ccccc2)CCN(C)C1
(38) NCC1(c2ccc3c(c2)OCCO3)CCCC1
(26) CCn1cc(C(=O)NCc2ccccc2)c2ccccc21
(23) CC(C)(C)C(=O)c1cn(Cc2ccccc2)c2ccccc12
(2) CSc1ccc(CN2CCN(Cc3ccccc3Cl)CC2)cc1
(30) CCC(=NCCc1ccccc1)c1c(O)n(C2CCCCC2)c(=O)[nH]c1=O
(17) CCC(C)NS(=O)(=O)c1ccc(OCC(=O)N2CCN(CC)CC2)cc1 (stereo not drawn)
(1) CCCCn1c(O)c(C(C)=Nc2c(C)n(C)n(-c3ccccc3)c2=O)c(=O)[nH]c1=O
(14) CN(C(=O)CN1CC=C(c2ccccc2)CC1)c1c(N)n(Cc2ccccc2)c(=O)[nH]c1=O
(24) COC(=O)C1=C(c2ccc(-c3ccccc3)c(F)c2)C[C@@H]2CC[C@H]1N2C(=O)NCc1cccc2ccccc12
assay / entry,37,38,26,23,2,30,17,1,14,24
UBC13 polyUb,-4,1,-2,-5,13,3,4,-2,13,1
697 NFkB inh,10,-2,-1,-21,8,1,16,-12,-3,-21
SENP8 block,-9,1,6,-9,2,8,1,5,-3,-8
Apaf1 inhib,-13,6,9,16,10,26,-23,-5,9,24
CCR6 antag,1,3,2,8,12,-5,0,10,4,3
Gli-Sufu block,-11,1,-17,-8,18,-1,-4,-5,0,-1
EBI2 antag,-4,-5,-7,15,8,9,-4,-1,-14,4
Jurkat NFkB inh,-11,-9,1,-20,11,-6,-1,-3,-15,3

Next compounds follow:
(41) CCN1CCN(C(=O)COc2ccc(S(=O)(=O)NC(C)C)cc2)CC1
(42) CCN(CCO)c1ccc(N=Cc2c(O)n(C)c(=S)[nH]c2=O)cc1
(43) O=C1NC(=O)N(c2ccc(Cl)cc2)C(=O)/C1=C/c1coc2ccc(O)cc2c1=O
(44) COC(=O)C(O)(c1ccc(N(C)C)cc1)C(F)(F)F (stereo not drawn)
(45) CCOC(C(=O)OCCCN(CC)CC)(c1ccccc1)c1ccccc1
(46) O=c1[nH]c(=S)n(C2CC2)c(O)c1C=NCc1cccnc1
(47) Cc1ccsc1C(=O)C1CCCN(Cc2cccc(OCCO)c2)C1 (stereo not drawn)
(48) C[C@H]1[C@@H](c2ccccc2)O[C@@H](c2ccccc2Br)N1C
assay / entry,41,42,43,44,45,46,47,48
UBC13 polyUb,7,-252,11,-4,12,-2,0,5
697 NFkB inh,19,-51,-12,-2,-28,3,-4,8
SENP8 block,-2,8,4,-12,-7,-2,-14,3
Apaf1 inhib,-23,51*,-41,6,-1,-20,9,10
CCR6 antag,0,3,-10,2,-10,-11,12,6
Gli-Sufu block,-3,-6,2,-2,8,7,26,-8
EBI2 antag,-3,-5,3,-12,-8,/,1,-3
Jurkat NFkB inh,-6,-3,5,11,-18,-14,10,0

(49) COC(=O)c1cc2c(s1)=NC=NP=2(N1CCOCC1)N1CCOCC1
(50) COP(=O)(OC)C(NC(=O)/C=C/c1ccccc1)C(Cl)(Cl)Cl (stereo not drawn)
(51) COc1cc(NC(=O)CN2C3CCC2CC(O)(c2cccnc2)C3)cc(OC)c1 (stereo not drawn)
(52) COc1cccc(O)c1CN1CCCC(C(=O)c2sccc2C)C1 (stereo not drawn)
(53) O=C1NC(=O)C2(Cc3c(nc4ccccn4c3=O)N3CCCCCC32)C(=O)N1Cc1ccccc1 (stereo not drawn)
(54) O=Cc1c(C(=O)O)n(Cc2ccccc2F)c2ccccc12
(55) Cc1cccc(N=Cc2c(O)n(-c3ccccc3C)c(=O)[nH]c2=O)c1
(56) CCCCN1C(=N)C(CC)(CC)C(=O)NC1=O
(57) COc1ccc([N+](=O)[O-])cc1N=Cc1c(O)n(CCc2ccccc2)c(=O)n(C(C)C)c1=O
(58) CC(=O)Nc1cc(C(=O)N2CCC3(CC2)OCCO3)ccc1S(=O)(=O)c1ccc(C)cc1
assay / entry,49,50,51,52,53,54,55,56,57,58
UBC13 polyUb,-2,-2,6,14,11,-16,-6,-3,-6,5
697 NFkB inh,-13,-3,15,7,24,-2,7,-42,-2,13
SENP8 block,-9,3,0,-1,1,-7,-3,-3,5,2
Apaf1 inhib,-15,-3,-7,-5,20,10,-21,-42,5,-1
CCR6 antag,5&-11,2,3,21,10,8,-10,-7,-3,-10
Gli-Sufu block,3&2,-2,-3,25,-14,-10,3,-6,-3,-114
EBI2 antag,-5&1,-6,8,3,-5,-2,-8,-12,35,2
Jurkat NFkB inh,-9,-9,-5,12,-10,-15,2,38,0,-5
